# GSIS activator: GLuc luminescence reporter in INS-1E cells, primary screen for activators of glucose-dependent secretion of insulin | activation, % at 16.6 µM | AID 743287 | hit rate 0.61% among 370,000 | INS-1E GLuc reporter insulin secretion, 2-3 h;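 active = lowest replicate activation of at least 40%, so every replicate reaches that level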;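 also: 0% = median of neutral control wells and 100% = median of IBMX positive control wells; some compounds called inactive have numbers as strong as hits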
# DENV2 CPE rescue: DENV2-induced cell death inhibition. DENV2-infected cells, cytopathic effect rescue, plate reader. AID 651640. CPE inhibition, % at 9.99 µM. hit rate 1.7% among 350,000; in the data active = CPE inhibition above about 20%, passing the limit was not always enough; inconclusive = no clear call, values can overlap the other calls; tested in BHK-21 cells;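 also: 0% = median of neutral control wells and 100% = median of positive control wells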
# PAX8 reporter: lowers PAX8-driven luciferase in RMG-I cells; RMG-I TPO-luciferase reporter, SteadyGlo, 24 h; inhibition, % at 12.6 µM; hit rate 1.2% among 360,000; AID 652154;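 active = mean replicate inhibition at least 60% with every replicate also reaching 60%; inconclusive = only one of the two criteria is met; inactive = mean below 60% and not all replicates reaching 60%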;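 also: luciferase light reporting Pax8 driven TPO promoter activity; plate controls were median of neutral control wells for no effect and mitoxantrone controls for full effect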
# FN deposit inh: fibronectin deposition inhibition; AH1F fibroblasts, Alexa488-fibronectin deposition fluorescence, overnight; inhibition, % at 12.6 µM; hit rate 0.086% among 350,000;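 active = mean inhibition across replicates of 30% or more, regardless of how many single replicates reach that level; inconclusive = mean under 30% yet at least half of replicates reach 30%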;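 also: positive control wells lacked labelled fibronectin entirely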
#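 Material: AH1F fibroblasts assembling fluorescent fibronectin matrix; amount: 10000 AH1F cells/well; medium: DMEM, 2% serum; reagent: Alexa488-fibronectin, 24 nM final in well; dosing: single compound dose, delivered by pin transfer; incubation: 1 h adhesion, overnight exposure; detection: fluorescence after three HBSS washes, excitation 485 nm, emission 525 nm; measure: fibronectin deposition inhibition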
# EWS-Fli block: EWS/Fli transcriptional activity inhibition; A673 NR0B1-luciferase reporter, viability-normalised; inhibition, % at 12.6 µM; hit rate 0.67% among 350,000; AID 651661;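 active = mean inhibition of at least 50% after viability correction, with every replicate also passing that limit; inconclusive = mean reaches 50% but only one of two replicates passes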;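 also: firefly luciferase signal divided by Alamar Blue viability fluorescence both relative to DMSO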
# miR122 inh: blocks miR-122 activity in Huh7 sensor cells | activation (reporter increase), % at 12.5 µM | AID 602342 | hit rate 0.3% among 340,000 | Huh7 miR-122 Renilla luciferase sensor, 48 h; neutral wells = 0, positive control = 100;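 active = mean replicate activation score at least 90 and every replicate individually at or above 90; inconclusive = only one of the two criteria met; inactive = neither criterion met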;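 also: higher luciferase means less miR-122 activity so hits act as miR-122 inhibitors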
# F508del corr: correctors of CFTR F508del function in bronchial epithelial cells. CFBE cells, YFP halide quenching; stimulated with forskolin plus potentiator P3; % fluorescence drop versus neutral controls. activity (quench increase), % at 7.58 µM. hit rate 0.36% among 350,000;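 active = mean added fluorescence quench of at least 8% versus neutral control, with both replicates also reaching 8%; inconclusive = only one of the mean or replicate conditions met; inactive = mean below 8% and not both replicates reaching 8%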;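 also: cells transiently co-express mutant CFTR-F508del with the halide-sensitive YFP; corrector assay measuring rescue of mutant channel to the surface after 24 h compound exposure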
# * hit, by the source's call; ? = inconclusive; . = no result given; & = joins results of further samples; [ ] = dose if it differs, or a comment.
compound,GSIS activator,DENV2 CPE rescue,PAX8 reporter,FN deposit inh,EWS-Fli block,miR122 inh,F508del corr
O=C(C[C@@H]1C[C@@H]2c3cc(NC(=O)C4CCC4)ccc3O[C@@H]2[C@@H](CO)O1)NCC(F)(F)F,3,3,7,-23,-1,1[16.7 µM],0.8
COc1ccc(-c2n[nH]c(=S)n2-c2ccccc2C)cc1OC,35,7,8,-4,11,-7,1.9
Cc1cc(C)nc(SCC(=O)Nc2ccc(S(=O)(=O)Nc3ncccn3)cc2)n1,-10,7,2,17,6,-4,1.1
COc1ccc(NC(=O)c2sccc2C)c([N+](=O)[O-])c1,.,.,-135,-7,.,-11,.
COc1ccc(C(=O)NCC(=O)OCC(=O)NCc2ccco2)cc1,11,13,-3,-4,1,-8,-2.3
Cn1c(Br)nc2c1c(=O)n(Cc1ccccc1)c(=O)n2C,8,1,12,0,8,6,4.2
Cc1cccc(C(=O)N[C@H](C(=O)Nc2ccc(C)c(S(=O)(=O)N3CCOCC3)c2)C(C)C)c1,-22,-1,.,14,2,7,1.9
COc1ccc(N2CCN(C(=O)c3oc4ccccc4c3NC(=O)Cc3ccc(OC)c(OC)c3)CC2)cc1,17,-8,6,3,4,55,-2.9
COc1cc(Br)cc(/C=N/NC(=O)Cc2ccccc2)c1O,5,4,15,0,-21,.,2.4
O=C(C[C@H]1C[C@@H]2c3cc(NC(=O)CC4CC4)ccc3O[C@@H]2[C@H](CO)O1)NCc1cccnc1,0,-7,.,9,5,9[16.7 µM],1.5

# Compound profiles, as listed above. Values in the order: GSIS activator	DENV2 CPE rescue	PAX8 reporter	FN deposit inh	EWS-Fli block	miR122 inh	F508del corr
# `O=C(C[C@@H]1C[C@@H]2c3cc(NC(=O)C4CCC4)ccc3O[C@@H]2[C@@H](CO)O1)NCC(F)(F)F` reads 3	3	7	-23	-1	1[16.7 µM]	0.8
# `COc1ccc(-c2n[nH]c(=S)n2-c2ccccc2C)cc1OC` reads 35	7	8	-4	11	-7	1.9

# The list goes on:
compound,GSIS activator,DENV2 CPE rescue,PAX8 reporter,FN deposit inh,EWS-Fli block,miR122 inh,F508del corr
CCCC(=O)Nc1ccc2c(c1)C(=O)N(C)[C@H]1CC[C@H](CC(=O)Nc3ccccc3)O[C@@H]1CO2,5,-4,-5,-7,-9,1[16.7 µM],1.7
COCC#Cc1cnc2c(c1)C(=O)N([C@@H](C)CO)C[C@H](C)[C@@H](CN(C)Cc1ccccc1F)O2,3,7,.,1,5,0[16.7 µM],1.0
CCC(=O)N1[C@@H](CO)[C@@H]2c3ccccc3N(C(=O)c3cccc(OC)c3)C[C@@H]21,10,.,-1,.,0,-28[16.7 µM],2.3
CCc1ccc(C(=O)COC(=O)CCc2nc3ccccc3c(=O)[nH]2)cc1,-5,.,-16,5,.,.,.
Cc1cccc(N2CCN(C3C(=O)Nc4ccccc4-n4nnnc43)CC2)c1C (stereo not given),-34,-2,31,4,54*,.,1.5
CC1CCC(NC(=O)C(Cc2ccccc2)n2cccc2)CC1 (stereo not given),-43,7,0,-9,-1,.,0.1
CCCC(O)C#Cc1cnc2c(c1)C(=O)N([C@H](C)CO)C[C@H](C)[C@H](CN(C)S(=O)(=O)c1ccc(C#N)cc1)O2 (stereo not given in full),-1,-4,.,-3,-1,3[16.7 µM],0.8
CC(=O)Nc1cc(NC(C)=O)cc(C(=O)NC(C)(C)C)c1,-4,.,-5,1,.,-2,.
C[C@@H]1CN([C@@H](C)CO)S(=O)(=O)c2ccc(C#C[C@@H](C)O)cc2O[C@H]1CN(C)CC1CC1,6,.,.,.,-6,-3[16.7 µM],1.5
O=C(OCC(=O)N1CCN(C(=O)c2ccco2)CC1)c1ccc(Cl)cc1,2,-1,2,4,-1,.,-4.4
Cc1noc(C)c1NC(=O)Nc1ccc2c(c1)C(=O)N([C@@H](C)CO)C[C@@H](C)[C@H](CN(C)C(=O)CCCN(C)C)OCCCC[C@H](C)O2,8,2,11,.,-7,5[16.7 µM],1.3
CCc1ccccc1N(CC(=O)N1CCN(c2ccccc2)CC1)S(C)(=O)=O,.,.,8,1,.,-6,.
CCOc1cc(C(=S)N2CCCCC2)ccc1OCC(=O)NCc1ccccc1,32,.,.,1,.,0,.
COc1cccc(-c2sc3ccccc3c2-c2ccc(OCCN3CCCC3)cc2)c1,-4,10,0,9,20,.,-0.5
Cc1c(Cl)cccc1NC(CC(=O)c1ccccc1)C(=O)O (stereo not given),18,.,18,-4,.,-9,.
CCOc1ccc(CN2CCN(CC3CC3)CC2CCO)cc1 (stereo not given),-13,6,1,-1,13,0,0.1
CCN1CCN(C(=S)NCCOC)CC1,-9,.,5,-34,5,.,-3.1
C[C@@H]1CN([C@H](C)CO)S(=O)(=O)c2ccc(C#CC3CC3)cc2O[C@H]1CN(C)Cc1ccncc1,10,2,.,13,?,25[16.7 µM],1.4
Cc1ccc(C(=O)Nc2ccc(N3CCN(C)CC3)cc2)cc1,3,18,-160,7,-96,.,2.0
O=C(c1ccc2c(c1)OCO2)N1C[C@@H]2[C@H](c3ccccc31)[C@H](CO)N2CC1CCCC1,-3,-1,20,.,-8,13[16.7 µM],-2.6
C[C@@H]1CN([C@@H](C)CO)C(=O)c2cc(N(C)C)ccc2O[C@@H](C)CCCCO[C@H]1CN(C)S(C)(=O)=O,2,10,3,.,-12,-1[16.7 µM],0.1
CC(C)CC#Cc1ccc2c(c1)O[C@@H](CN(C)C(=O)C1CCOCC1)[C@@H](C)CN([C@H](C)CO)S2(=O)=O,-17,?,3,.,-11,7[16.7 µM],2.6
CCc1ccccc1NC(=S)NN,21,-10,2,-4,4,.,7.9
CS/C(=N\S(=O)(=O)c1cccs1)NC(=O)CSc1nc2ccccc2s1,.,19,-4,1,-3,12,-0.8
Fc1ccccc1-c1nc(-c2ccc(-c3nn[nH]n3)cc2)no1,-3,20*,-193,-7,-61,2,3.2
O=C(CN1C(=O)NC2(CCCC2)C1=O)OCc1ccccc1,-6,-5,2,2,-1,-1,-0.1
COc1ccccc1/C=C1/SC(=O)N(CCC(=O)Nc2ccc(S(=O)(=O)Nc3nccs3)cc2)C1=O,6,-3,-17,5,3,.,0.6
CCO[C@@H]1OC(C(N)=O)=C[C@H](C2CCCCC2)[C@H]1CCCO,-3,-8,-15,-7,-6,0,0.5
COc1ccc(/C=C/C(=O)OCC(=O)Nc2ccc(Cl)cc2F)cc1S(=O)(=O)N1CCOCC1,.,-7,38,-5,11,.,1.6
CC(C)CCC(O)(c1ccccc1)C(CN1CCOCC1)c1ccccc1 (stereo not given),8,30*,13,-4,12,.,-2.0
N#Cc1ccccc1NC(=O)COC(=O)c1c[nH]c2ccccc12,2,0,.,0,-1,.,-0.5
NS(=O)(=O)c1ccc(NS(=O)(=O)c2ccc(NC(=O)C3CC3)cc2)cc1,3,4,7,3,-5,.,1.7
CN(CC1CCOCC1)C(=O)CC1C(=O)NCCN1Cc1cccc(F)c1 (stereo not given),0,-5,0,-4,-6,-8,1.2
O=C(CSc1ncn[nH]1)Nc1ccc2c(c1)CCC2,4,.,-33,-2,.,-1,.
CCOCCCn1c(=NC(=O)c2cccnc2)c(C(=O)OCC)cc2c(=O)n3ccccc3nc21,25&33,-3,6,3,-16,.,-3.5
Nc1cc(N)nc(SCC(=O)NC2CCCCCCC2)n1,10,-3,22,6,-3,-8,-2.7
NS(=O)(=O)c1ccc(NC(=S)NC(=O)c2ccc(Br)o2)cc1,-5,-1,-11,1,6,2,5.3
N#Cc1ccccc1NC(=O)CC1c2ccccc2Oc2ccccc21,11,-14,15,0,6,2,1.0
Cc1ccc(S(=O)(=O)Nc2ccc(S(=O)(=O)N3CCOCC3)cc2)cc1[N+](=O)[O-],1,0,14,-6,14,0,3.4
CC(C)CC(=O)Nc1nnc(SCC(=O)Nc2nccs2)s1,7,1,.,-6,4,-5,-0.6
COc1ccc(N(CCC(=O)O)S(=O)(=O)c2ccc(C)cc2C)cc1,-4,15,5,5,5,.,3.6
COc1cc(C2OC(=O)c3ccccc3S2)cc(OC)c1OC (stereo not given),4,3,7,-10,7,1,0.3
CCOc1ccc(/C=C2/C(=O)N(c3ccc(OC)cc3)C(=S)N2CC(=O)OC)cc1OCC,-21,.,.,15,.,0,.
CCOC(=O)N1CCN(C(=O)c2cn(CC)c3ccc(S(=O)(=O)N(C)C4CCCCC4)cc3c2=O)CC1,17,-7,-16,8,.,69,-2.6
CCOC(=O)Cn1nc(C)c(NC(=O)COc2ccc(C)c(C)c2)c1C,1,3,14,1,-3,-7,-1.1
COc1ccc(-c2sc(Nc3ccccc3)n[n+]2-c2ccc(F)cc2)c(C)c1C,.,-8,19,-7,9,4,-4.1
C[C@H](CO)N1C[C@H](C)[C@@H](CN(C)C(=O)NC2CCCCC2)Oc2c(NC(=O)Nc3ccccc3)cccc2C1=O,3,7&-8,-12&28,-10,-11&-7,38[16.7 µM],-3.5&-2.1
CC(C)Oc1ccc(C(=O)Nc2cccc3cccnc23)cc1,-7,.,11,3,-15,2,0.1
Nc1nonc1C(=O)N/N=C/c1cc(Br)ccc1O,10,1,40,3,11,.,-2.4
COc1ccc(NS(=O)(=O)c2cc(NC(=O)C3CCCO3)ccc2N2CCCCC2)cc1 (stereo not given),-5,-2,18,-3,10,72,0.0

# Next part.
compound,GSIS activator,DENV2 CPE rescue,PAX8 reporter,FN deposit inh,EWS-Fli block,miR122 inh,F508del corr
CCn1c(SCC(=O)N2CCOCC2)nnc1C(C)NC(=O)c1ccccc1 (stereo not given),-3,-2,-1,.,.,.,-2.8
COc1ccccc1CNC(=O)C[C@@H]1C[C@H]2c3cc(NS(=O)(=O)c4ccc(F)cc4)ccc3O[C@H]2[C@@H](CO)O1,-9,15,-17,.,6,2[16.7 µM],0.0
COc1cc(C(=O)OCCc2cc3ccccc3c(=O)o2)cc(OC)c1OC,16,-5,8,14,0,.,11*
Cc1ccc(C)c(NC(=O)C2CCCN(S(=O)(=O)c3c(C)noc3/C=C/N(C)C)C2)c1 (stereo not given),1,2,6,2,-4,.,-1.6
CCOCc1c(C(=O)OCC(=O)Nc2ccccc2C(N)=O)oc2ccccc12,9,1,-2,2,5,-6,-0.2
CCc1ccc(-c2cc3c(=O)n(CC(=O)NCCCN4CCC(Cc5ccccc5)CC4)nc(C)n3n2)cc1,21,-3,-4,13,3,.,0.1
CC(=O)N=c1sccn1CC(O)c1ccc(Br)cc1 (stereo not given),2,1,-7,-4,-5,-3,1.8
C[C@H](CO)N1C[C@H](C)[C@@H](CN(C)CC2CCCCC2)OCCCC[C@H](C)Oc2ccc(NC(=O)Nc3cccc4ccccc34)cc2C1=O,-6,-25,-14,.,7,-34[16.7 µM],1.4
O=C(Nc1cccc(S(=O)(=O)NC2=NCCC2)c1)c1cc(=O)[nH]c2ccccc12,10,-5,1,-1,-5,13,-0.6
COc1cc(NC(=S)NNC(=O)CC(C)C)c(OC)cc1Cl,2,1,-13,5,4,.,4.8
O=C(O)c1cc(-c2ccccc2)n(-c2ccccc2)n1,-12,.,-7,5,.,-2,.
COc1ccc(C(=O)N2C=Cc3ccccc3C2C#N)cc1 (stereo not given),-7,-9,-2,5,-1,.,-3.4
Cc1ccc(N(Cc2cc3ccccc3[nH]c2=O)S(=O)(=O)c2ccccc2)cc1,6,0,-10,-1,2,.,.
Cn1cc(S(=O)(=O)CC(=O)N2CCCc3ccccc32)c2ccccc21,.,-3,-11,6,-9,13,7.8
CC[C@]12C(=O)N(C)C[C@H]([C@@H]3C(=O)N(C)C(=O)[C@@H]31)N2C(=O)c1ccc(C)cc1,-4,-3,-41,-13,-1,-2,-1.0

# Screening data deposited in PubChem by Broad Institute.

# The order is random; 3.9% or so of the library scored in one or more.
